# High-throughput results (PubChem BioAssay)
# MEX-5 binding – C. elegans MEX-5 TCR-2 RNA binding activity | hit rate 0.38% among 300,000 | Q9XUB2 | activity score (negative = inhibition of binding), % at 10 µM | MEX-5/FITC-TCR2 RNA binding, fluorescence polarization; active compounds read low;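 active means inhibition past about -25% in most replicates, and total fluorescence under double the plate's negative control median, limit read from the data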;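 further: 0% = DMSO and -100% = 5 µM competing unlabeled TCR2 RNA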
# MCL1 BIM primary – MCL1-BIM-BH3 interaction inhibition (human); Q07820; GST-MCL1 / FITC-Bim-BH3 fluorescence polarization; inhibition, % at 10.9 µM; hit rate 0.68% among 320,000; AID 2057;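 active means inhibition above the mean inhibition of all tested compounds plus 3 SD, set per campaign, cut at about 40% in these data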;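 further: 0% = DMSO wells and 100% = unlabeled Bim-BH3 peptide control; higher means more loss of mP so more displacement of Bim peptide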
# GLD-1 TGE inh – GLD-1-TGE RNA interaction inhibition (C. elegans). Q17339. purified GLD-1 + fluorescein TGE RNA, fluorescence polarization. inhibition, % at 5.96 µM. hit rate 0.44% among 320,000;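 active means percent inhibition above a per-plate cutoff, the plate mean of test compounds plus 3 SD, cut at about 30% in these data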;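 further: 0% = DMSO wells with GLD-1 and probe and 100% = wells lacking GLD-1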
# Fam108B counter – counter-screen for RBBP9 inhibitors: inhibitors of mouse Fam108B; recombinant Fam108B, FP-Rh probe fluorescence polarization; inhibition, % at 9.51 µM; hit rate 0.33% among 300,000;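 active means inhibition above the screen mean inhibition plus 3 SD, computed separately per campaign, cut at about 18% in these data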;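 further: inhibitors lower polarization as less probe binds the enzyme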
# TPT1 inh – C. albicans TPT1 enzyme inhibition. inhibition, % at 5 µM. recombinant caTPT1, FP RNA substrate dephosphorylation. hit rate 0.81% among 300,000. AID 1962;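 active means inhibition above the mean of all tested compounds plus 3 SD, set per screening campaign, cut at about 24% in these data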;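 further: plate controls were DMSO alone for no effect and ferristatin control at 100 nM for full effect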
# PME-1 inh – PME-1 (human) inhibition | Q9Y570 | recombinant PME-1, FP-Rh probe fluorescence polarization | inhibition, % at 5.9 µM | hit rate 0.53% among 320,000;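 active means inhibition above the campaign mean of all compounds plus 3 SD, cut at about 26% in these data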;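 further: competitive labeling of PME-1 active site by serine hydrolase directed probe; 0% = PME-1 with DMSO and 100% = wells lacking PME-1 enzyme; inhibitors block probe labeling so polarization falls and inhibition rises; many of its hits are not listed in these tables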
# GSTO1 counter – counter-screen for RBBP9 inhibitors: inhibitors of human GSTO1 | P78417 | recombinant GSTO1, activity-based probe fluorescence polarization | inhibition, % at 5.96 µM | hit rate 1.1% among 300,000 | AID 1974;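 active means inhibition above the campaign mean inhibition plus 3 SD, cut at about 35% in these data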;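 further: 0% = GSTO1-1 with DMSO and 100% = wells lacking GSTO1-1 enzyme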
# PAD4 FP inh – blocks human protein arginine deiminase 4; recombinant PAD4, RCA probe fluorescence polarization; hit rate 0.41% among 330,000; inhibition, % at 6.36 µM;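 active means percent inhibition above a cutoff equal to the mean of all tested compounds plus 3 SD, cut at about 15% in these data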;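 further: 0% = PAD4 with RCA probe and DMSO and 100% = probe without PAD4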
# Target sequence (Q9UM07 whole entry, looked up): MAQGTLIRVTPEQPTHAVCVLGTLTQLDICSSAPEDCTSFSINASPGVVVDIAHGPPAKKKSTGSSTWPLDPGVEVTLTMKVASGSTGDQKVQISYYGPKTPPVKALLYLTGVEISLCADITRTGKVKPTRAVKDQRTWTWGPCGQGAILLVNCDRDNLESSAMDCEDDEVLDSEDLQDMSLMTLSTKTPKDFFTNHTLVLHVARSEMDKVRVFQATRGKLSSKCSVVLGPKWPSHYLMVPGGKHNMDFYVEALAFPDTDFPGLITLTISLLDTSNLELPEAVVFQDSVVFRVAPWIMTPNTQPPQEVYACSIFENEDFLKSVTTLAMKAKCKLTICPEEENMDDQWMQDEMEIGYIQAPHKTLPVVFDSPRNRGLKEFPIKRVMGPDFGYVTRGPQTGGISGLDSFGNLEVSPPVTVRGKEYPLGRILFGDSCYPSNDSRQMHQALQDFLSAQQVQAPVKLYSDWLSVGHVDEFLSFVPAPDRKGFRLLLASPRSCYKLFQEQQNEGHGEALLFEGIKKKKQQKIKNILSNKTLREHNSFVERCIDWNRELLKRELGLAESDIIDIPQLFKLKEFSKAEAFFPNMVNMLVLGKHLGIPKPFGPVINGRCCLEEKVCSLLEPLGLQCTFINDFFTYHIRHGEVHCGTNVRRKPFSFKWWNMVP
# BCLXL inh – Bcl-xL (human) inhibition | Q07817 | GST-Bcl-xL / FITC-Bim BH3 peptide fluorescence polarization | inhibition, % at 10.9 µM | hit rate 0.7% among 320,000 | AID 2129;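 active means inhibition above the mean of all tested compounds plus 3 SD, cutoff set per campaign, cut at about 30% in these data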;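 further: 0% = DMSO wells and 100% = unlabeled Bim-BH3 peptide competitor; inhibitors lower millipolarization by displacing the labeled peptide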
# The depositor's hits bear a star; nt = not tested or not shown. The list is partial. The share of hits here may be higher or lower than overall.
SMILES,MEX-5 binding,MCL1 BIM primary,GLD-1 TGE inh,Fam108B counter,TPT1 inh,PME-1 inh,GSTO1 counter,PAD4 FP inh,BCLXL inh
C/C(=N\Nc1ccccn1)c1ccc(S(=O)(=O)NCc2ccco2)cc1,-2.9,0,3,-1,-1,16,-2,-4,-1
O=C(NCCc1ccccc1)C1CCN(C2CCN(Cc3ccc(CO)o3)CC2)CC1,0.8,2,-5,-4,-3,4,1,-3,8
CC(OC(=O)c1ccc(Cl)c(S(N)(=O)=O)c1)C(=O)NCC1CCCCC1 (stereo not drawn),nt,-3,1,nt,nt,1,nt,-4,-4
O=C(c1ccncc1)c1ccc(NS(=O)(=O)c2ccc(Br)s2)cc1,-2.5,-5,4,9,2,2,1,-1,3
CSc1ccc(CN(C)C(=O)C2CCN(C(=O)Nc3ccccc3)CC2)cc1,nt,1,5,nt,nt,2,nt,-6,-3
CC1(C)CCC[C@]2(C)[C@H]3CC(=O)O[C@]3(C)CC[C@@H]12,-2.4,-1,-2,6,1,-3,-2,-5,4
O=C(Nc1cccc(Cl)c1)C1=Cc2cc(Cl)ccc2OC1,2.9,0,4,-35,-3,-65,-18,-5,4
COc1ccc(/C=C/C(=O)NCCNC(=O)c2ccccc2)cc1OC,-4.2,5,-7,1,-6,-1,12,-3,6
CCOc1cc(C2C3=C(CCCC3=O)NC3=C2C(=O)CCC3)ccc1OCCO,-0.4,27,17,-2,-14,-6,-3,-11,30
Cc1cc(=O)[nH]c(SCc2nc3ccccc3s2)n1,-0.9,2,-7,4,-3,4,-3,0,-1
COCCCn1c(=O)c2sccc2n2c(CCCC(=O)NCc3cccc(OC)c3)nnc12,1.5,9,10,3,1,-5,0,4,2
CCC(Sc1nc2ccccc2[nH]1)C(=O)Nc1cc(C)on1 (stereo not drawn),-0.2,-2,3,2,0,-3,2,0,2
O=C(O)c1ccc2cc[nH]c2c1,2.2,4,5,5,-6,-3,7,0,1
COc1ccc(CCNC(=O)CSc2nc(C)nc3c2c(=O)n(C)c(=O)n3C)cc1OC,-0.5,1,2,0,1,-6,6,2,-1
CN(CC(=O)Nc1ccc(Cl)c(C(F)(F)F)c1)C(=O)/C=C/c1cccs1,nt,-8,6,nt,nt,0,nt,5,-6
Cc1nn2c(=O)nc3sc4c(c3c2[nH]c1=O)CCCC4,-1.5,-4,-6,3,-5,6,-3,2,8
CCOC(=O)c1c(C)[nH]c(C)c1C(=O)CSc1nc2ccccc2n1CC,2.4,-2,0,2,2,6,-6,-2,-1
CCc1ccc(S(=O)(=O)Nc2cc3c(cc2C)n(C)c(=O)n3C)cc1,-1.6,-5,0,4,2,11,-2,4,4
COc1cccc(NC(=O)N2CCN(C(=O)C(Cc3ccc(OC)c(OC)c3)NC(C)=O)CC2)c1 (stereo not drawn),-2.0,-5,3,1,3,1,5,-5,-4
COc1ccccc1-c1nn2c(C(F)(F)F)nnc2s1,1.0,6,9,2,2,7,1,-4,1

# Arranged by the number under BCLXL inh (descending): some entries from above
structure | BCLXL inh
COc1ccc(CCNC(=O)CSc2nc(C)nc3c2c(=O)n(C)c(=O)n3C)cc1OC | -1
CSc1ccc(CN(C)C(=O)C2CCN(C(=O)Nc3ccccc3)CC2)cc1 | -3
COc1cccc(NC(=O)N2CCN(C(=O)C(Cc3ccc(OC)c(OC)c3)NC(C)=O)CC2)c1 (stereo not drawn) | -4

# A few values from above.
# For GLD-1 TGE inh, `Cc1nn2c(=O)nc3sc4c(c3c2[nH]c1=O)CCCC4` shows -6
# For GLD-1 TGE inh, `CSc1ccc(CN(C)C(=O)C2CCN(C(=O)Nc3ccccc3)CC2)cc1` shows 5
# For MEX-5 binding, `CCOC(=O)c1c(C)[nH]c(C)c1C(=O)CSc1nc2ccccc2n1CC` shows 2.4

# Next part.
SMILES,MEX-5 binding,MCL1 BIM primary,GLD-1 TGE inh,Fam108B counter,TPT1 inh,PME-1 inh,GSTO1 counter,PAD4 FP inh,BCLXL inh
Cc1cccc(OCC(=O)Nc2c3c(nn2C(C)(C)C)CS(=O)(=O)C3)c1,0.9,2,6,1,-3,5,-5,3,4
N#Cc1nc(COc2ccccc2)oc1N1CCOCC1,-1.0,2,0,0,-6,1,-1,-1,4
COc1ccccc1N1CCN(C2CCN(C(=O)c3cc(OC)c(OC)c(OC)c3)CC2)CC1,-0.1,6,5,3,-2,-3,-1,-2,5
COc1ccc(S(=O)(=O)NNC(=O)c2cc3cc4ccccc4nc3s2)cc1,-5.6,4,4,0,-8,3,-9,3,13
Nc1ccc(NC(=O)NC2CCCCC2)cc1,-0.4,6,-3,2,-6,1,3,-3,8
CCC(=O)N1CCc2cc(S(=O)(=O)NC(C(=O)NCc3ccc(F)cc3)C(C)C)ccc21 (stereo not drawn),0.7,8,-5,-2,-2,14,4,2,3
O=C(C[n+]1ccc(Cc2ccccc2)cc1)Nc1ccc([N+](=O)[O-])cc1Cl,-0.7,-1,-5,2,0,-1,8,-5,4
O=S(=O)(NCCc1ccccc1)c1cccc(S(=O)(=O)N2CCOCC2)c1,2.8,1,7,-6,-2,0,35,1,4

# Reformatted with two lines to a compound: 5 of the compounds above.
# The line under a structure holds: MEX-5 binding	MCL1 BIM primary	GLD-1 TGE inh	Fam108B counter	TPT1 inh	PME-1 inh	GSTO1 counter	PAD4 FP inh	BCLXL inh
COc1ccccc1N1CCN(C2CCN(C(=O)c3cc(OC)c(OC)c(OC)c3)CC2)CC1
 : -0.1	6	5	3	-2	-3	-1	-2	5
COc1ccc(S(=O)(=O)NNC(=O)c2cc3cc4ccccc4nc3s2)cc1
 : -5.6	4	4	0	-8	3	-9	3	13
Nc1ccc(NC(=O)NC2CCCCC2)cc1
 : -0.4	6	-3	2	-6	1	3	-3	8
CCC(=O)N1CCc2cc(S(=O)(=O)NC(C(=O)NCc3ccc(F)cc3)C(C)C)ccc21 (stereo not drawn)
 : 0.7	8	-5	-2	-2	14	4	2	3
O=C(C[n+]1ccc(Cc2ccccc2)cc1)Nc1ccc([N+](=O)[O-])cc1Cl
 : -0.7	-1	-5	2	0	-1	8	-5	4
